RAM network inh: blocks the yeast RAM network. S. cerevisiae dse1pr::URA3 reporter, 5-FOA growth OD615, 2 d; analog-sensitive cbk1-as2 kinase mutant strain. inhibition, % at 50 µM. hit rate 1.8% among 190,000;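 active = inhibition above a set limit, 3 SD over mean compound inhibition, cut at about 8.4% in these data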;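 note: 0% = DMSO-only wells with no growth and 100% = 10 µM 1-NA-PP1 full growth; inhibition rescues growth on 5-FOA so higher OD means more RAM inhibition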
TLR4-MyD88 BLA: blocks binding of human TLR4 to MyD88; O00206+Q99836; HeLa CL3-4 TLR4/MyD88 BLA complementation, FRET ratio; inhibition, % at 8.4 µM; hit rate 0.18% among 200,000; AID 861; in the data active = inhibition above about 25%;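 note: 0% = vehicle and 100% = reference inhibitor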
Diaphorase act: diaphorase activation or chemical reduction counter-screen. hit rate 0.005% among 190,000. Diaphorase/resazurin coupled assay, resorufin fluorescence, 16 min; hits give high values; 1 = vehicle wells, 0 = NADH-free wells. activation factor at 20 µM. AID 1229;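 active = diaphorase activity raised at least twofold by the compound at 20 µM; inactive = activation factor below 2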
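test system = bacterial diaphorase enzyme (C. kluyveri) | quantity = enzyme 0.07 U/mL final | reagent = NADH substrate 0.114 mM plus resazurin dye 0.1 mM, final | incubation = 16 min enzyme reaction, ambient temperature | buffer or medium = HEPES pH 7.4 buffer with MgCl2 and Tween 20 | signal = fluorescence of resorufin, 544 nm excitation, 590 nm emission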
PMI act hi M6P: activators of human phosphomannose isomerase at near-saturating mannose 6-phosphate | coupled PMI enzyme assay, resazurin fluorescence, 20 min; hits give high values; 1 = untreated enzyme, 0 = substrate-free blank | P34949 | hit rate 0.34% among 190,000 | activation factor at 20 µM | AID 1216;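 active = activation factor of 2 or more at 20 µM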
Target sequence (P34949 whole entry, looked up): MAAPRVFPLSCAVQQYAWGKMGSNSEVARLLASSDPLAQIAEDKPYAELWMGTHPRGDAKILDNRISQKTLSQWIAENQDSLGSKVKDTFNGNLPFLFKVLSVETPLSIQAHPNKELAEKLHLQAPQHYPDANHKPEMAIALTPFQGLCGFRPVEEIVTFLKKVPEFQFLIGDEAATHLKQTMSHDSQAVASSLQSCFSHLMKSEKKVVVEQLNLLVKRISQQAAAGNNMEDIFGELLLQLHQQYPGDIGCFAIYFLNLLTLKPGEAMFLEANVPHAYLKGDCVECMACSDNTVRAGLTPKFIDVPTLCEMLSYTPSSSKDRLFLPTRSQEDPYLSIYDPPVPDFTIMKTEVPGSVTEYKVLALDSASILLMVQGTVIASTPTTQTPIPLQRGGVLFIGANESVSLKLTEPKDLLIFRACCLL
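Test system: Human PMI in coupled enzyme assay | Input: 15 ng/mL PMI | Medium: HEPES-buffered pH 7.4 with magnesium and detergent | Compound: One concentration, 20 µM, in 1% DMSO | Incubation: Enzyme reaction with compound 20 min at room temperature | Detection: Diaphorase-driven resazurin-to-resorufin fluorescence, excitation 544, emission 590 nm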
L major viab: inhibitors of Leishmania major promastigote growth; Leishmania major promastigotes, resazurin fluorescence viability; inhibition, % at 10 µM; hit rate 9% among 200,000; AID 1063;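 note: promastigotes grown with compound for 44 hours at 28 °C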
G6PDH counter: counter-screen for G6PDH assay hits: L. mesenteroides G6PDH inhibition | Purified L. mesenteroides G6PDH, diaphorase/resazurin coupled fluorescence, 45 min | inhibition, % at 5 µM | hit rate 0.12% among 200,000
Hsp70 activator: transcriptional activators of Hsp70. HeLa Hsp70 promoter luciferase reporter, luminescence; scaled: vehicle 0, proteasome-inhibitor control 100%. activation, % at 10 µM. hit rate 0.04% among 200,000. AID 1203;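 active = activation above the mean across all tested compounds plus 3 SD, cutoff set per campaign, cut at about 5.5% in these data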;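 note: 100% = MG132 at 30 µM as the positive control and 0% = DMSO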
PMI act: increases human mannose-6-phosphate isomerase activity; P34949; purified human PMI, coupled resazurin fluorescence, 20 min; hits give high values; 1 = vehicle control, 0 substrate-free wells; hit rate 0.005% among 190,000; activation factor at 20 µM;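 active = activation factor of 2 or more at 20 µM, relative to plate controls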
S1P3 antag: antagonists of human S1P3 receptor; Q99500; CHO S1P3 NFAT-BLA reporter, FRET fluorescence, antagonist mode; inhibition, % at 4.98 µM; hit rate 0.27% among 170,000; AID 485;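 active = inhibition above the plate cutoff, the mean inhibition of test wells on that plate plus 3 SD, cut at about 28% in these data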;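 note: cells challenged with S1P at its EC80 of 0.8 µM; blue over green emission ratio from cleaved BLA substrate after 4 h stimulation; 0% = S1P-stimulated wells and 100% = unstimulated DMSO-only wells; some compounds past the cut are filed as inactive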
Target sequence (Q99500 whole entry, looked up): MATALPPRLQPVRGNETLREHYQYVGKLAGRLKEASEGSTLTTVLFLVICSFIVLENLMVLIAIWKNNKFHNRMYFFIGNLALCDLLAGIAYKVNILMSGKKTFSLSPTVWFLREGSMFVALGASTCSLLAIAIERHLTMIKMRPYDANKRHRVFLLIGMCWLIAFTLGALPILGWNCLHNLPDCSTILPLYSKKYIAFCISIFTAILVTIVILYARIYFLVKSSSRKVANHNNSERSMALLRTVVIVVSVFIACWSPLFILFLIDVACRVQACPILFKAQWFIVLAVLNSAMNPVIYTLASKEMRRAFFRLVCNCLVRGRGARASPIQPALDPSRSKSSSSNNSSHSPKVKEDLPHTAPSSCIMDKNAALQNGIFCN
DTT redox prof: compounds producing H2O2 with reducing agent – biochemical, NIH compound library profiling, artefact control for MLSCN library redox annotation, primary screen; DTT-dependent redox cycling H2O2, phenol red/HRP absorbance; 100% = 100 µM peroxide control, 0% = buffer; activation, % at 10 µM; AID 878; hit rate 0.03% among 200,000;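 active = activation of at least 50% relative to the plate's high and low controls in the primary single-dose screen; inactive = activation below 50%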;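 note: compound incubated with DTT at 0.8 mM final as the reducing agent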
Diaphorase inh: inhibits diaphorase or chemically oxidizes, flagging diaphorase assay artifacts; diaphorase resazurin-to-resorufin fluorescence, NADH, 16 min; bacterial (C. kluyveri) enzyme, not human; inhibition, % at 20 µM; hit rate 0.69% among 190,000; AID 1217;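 active = primary screen inhibition at 20 µM above a set limit, cut at about 50% in these data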;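 note: plate controls were DMSO with full reaction for no effect and wells lacking NADH for full effect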
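material = Clostridium kluyveri diaphorase enzyme | amount = 0.14 U/mL diaphorase, enzyme working solution | schedule = incubation 16 min, room temperature | detection = fluorescence of resorufin formed from resazurin, Ex 544/Em 590 nm | benchmarks = positive control minus NADH, DMSO neutral control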
Active calls of the source: *; · = no result given. Cut-off read from the data, not from the text of the source, unless noted: active = inhibition above about 50%; inactive = the rest.

structure,RAM network inh,TLR4-MyD88 BLA,Diaphorase act,PMI act hi M6P,L major viab,G6PDH counter,Hsp70 activator,PMI act,S1P3 antag,DTT redox prof,Diaphorase inh
Cc1cc(N2CCN(C)CC2)nc2ccc(NC(=S)N3CCCCCC3)cc12,-0.9,-7,1.2,0.8,22,-9,-0.2,1,0,-2.1,-16
CCCc1cc(-c2[nH]ncc2-c2ccc3c(c2)OCCCO3)c(O)cc1O,0.4,8,0.8,0.9,26,9,0.0,0.8,14,3.7,21
CCOc1cc(/C=C/C(=O)O)ccc1OCCO,3.4,-6,0.8,0.8,10,13,-0.1,0.9,-15,-0.8,21
Cc1ccc(O)c(C(CC(=O)NC2CCCCC2)c2ccccc2)c1 (stereo unspecified),2.1,-2,0.9,1,33,5,-0.3,1,-10,-1.4,7
Fc1ccc(CSc2ncnc3scc(-c4ccccc4)c23)cc1,10*,-9,0.9,1,6,-12,-0.3,0.9,-1,2.8,13
Cc1csc(NC(=O)c2cncc(Br)c2)n1,0.4,-23,1,1,3,3,-0.3,1,-8,-0.8,4
O=C(Cc1ccccc1)NNc1ccc2ccccc2c1,1.9,-3,0.9,1.2,96*,18,0.1,1.4,4,-1.4,13
CCOC(=O)C(NC(=O)c1ccc(OC)cc1)(N1CCCC1=O)C(F)(F)F (stereo unspecified),2.8,-8,0.9,1,-3,-2,-0.4,1,11,0.3,5
CCN(C(=O)c1coc(=O)c2ccccc12)c1cc(OC)ccc1OC,1.9,0,0.9,0.8,1,13,-0.1,0.8,-2,-1.0,14
COc1cc(/C=N/NC(=S)NCc2ccco2)cc(OC)c1OC,-0.8,4,0.9,1,-1,-4,-0.3,0.9,-4,0.1,7
O=C(c1cccc(C(=O)N(c2ccccn2)C2CCCCC2)c1)N(c1ccccn1)C1CCCCC1,1.2,16,1,1.1,-1,8,-0.3,1.2,1,0.1,-1
Cc1cc(C)n(CC(=O)n2c(C)c(C)c3ccccc32)n1,1.7,-4,0.9,1.1,-3,-2,0.0,1,·,0.5,12
COc1ccccc1N1CCN(C(=O)C(OC(C)=O)c2ccccc2)CC1 (stereo unspecified),0.2,8,1,1.1,-4,0,-0.3,1.1,·,0.0,3
CCN(CC)C(=O)Oc1ccc2c(=O)c(-c3ccc(OC)cc3)coc2c1,2.5,3,0.9,1,-4,0,0.0,1,13,-0.2,14
CCOC(=O)CSc1ccc(-c2nc3ccccc3[nH]2)cn1,1.4,15,0.9,0.9,17,-6,-0.1,0.9,·,-1.9,11
CCOC(=O)/C(=C/c1ccc(OC)cc1)NC(=O)c1ccco1,0.1,-7,1.1,1.1,3,4,-0.2,1,-8,0.5,-6
COc1ccc(N2CC(C(=O)Nc3nnc(SCc4ccccn4)s3)CC2=O)cc1 (stereo unspecified),1.4,5,0.8,1,-8,-2,-0.1,1.1,-4,0.1,22
O=C(Nc1ccccc1)c1snc2c(=O)[nH]cnc12,1.2,-10,0.9,1,-1,7,-0.3,1,1,-0.6,14
CCOC(=O)c1c(N)sc(C(=O)N(C)C)c1CN1CCOCC1,-0.6,1,0.9,1,-15,8,0.0,0.9,·,-0.1,6
CCNC(=O)CC1SC(=Nc2ccccc2C)N(C)C1=O (stereo unspecified),0.9,7,1,1,2,9,-0.3,1,-31,0.1,2
COc1ccc(/C=C/C(=O)N(CC(C)C)CC(C)C)cc1Br,3.6,-10,0.8,0.8,12,-18,0.5,0.8,·,-2.3,21
Cc1cc(-c2ccccc2C(=O)NCc2ccccc2)on1,1.0,8,0.9,0.9,-4,-11,0.1,0.9,-25,1.1,12
Cc1cccc(-c2noc(CCc3ccccc3)n2)c1,3.6,-1,0.9,1,-5,5,-0.1,1,-28,-1.0,8
Cn1c(SCC(=O)N2c3ccccc3Sc3ccccc32)nc2ccccc21,4.1,-3,0.8,0.9,21,-17,-0.2,0.8,2,-0.3,24
Cc1ccsc1/C=C(\C#N)C(=O)NC1CCS(=O)(=O)C1 (stereo unspecified),3.3,-5,0.9,0.9,-7,0,-0.1,1,-5,0.2,9
COc1ccccc1Nc1nc(N)nc(CSC(=S)N2CCN(c3ccccc3)CC2)n1,3.4,5,0.8,0.9,32,2,0.1,0.8,-23,1.0,22
O=C(NCC1(c2ccccc2)CCCC1)C(=O)NCC1(c2ccccc2)CCCC1,7.8,-3,0.8,0.9,-2,2,-0.1,0.9,·,1.1,20
Cc1ccc(NC(=S)NNc2ccc([N+](=O)[O-])cc2S(=O)(=O)Nc2ccccc2C(=O)O)cc1C,8.1,-9,0.7,1.1,-6,6,-0.1,0.9,-18,3.0,27
O=C(NNC(=O)C1CC1c1ccccc1)c1ccccc1[N+](=O)[O-] (stereo unspecified),-0.3,-10,0.9,0.9,-10,5,-0.5,0.9,11,0.4,14
Cc1cc(C)n(/N=C/c2ccc(O)cc2)c(=O)c1C#N,2.8,4,0.9,0.9,-2,13,-0.2,0.9,-5,0.8,15
COc1ccccc1C(=O)N1CCN(c2cccc(C(F)(F)F)c2)CC1,3.1,-16,0.8,1,-3,4,-0.1,1,-5,-0.5,18
Cc1ccccc1OCC(=O)N1CCCc2ccccc21,0.4,-1,1,1,53*,8,-0.3,1,3,0.0,0
CC(OCCN1CCCC1)(c1ccc(F)cc1)c1ccc(F)cc1,2.6,-13,0.9,1.2,100*,8,-0.4,1.3,-16,-0.6,10
CC(C)OCCCNC(=O)C(=O)NCCCOC(C)C,0.1,-2,1,1,-3,0,-0.3,1,·,1.8,1
COC(=O)[C@H](Cc1ccccc1)NC(=O)N1CC(C)OC(C)C1 (stereo partly specified),0.4,-8,0.8,0.9,16,3,-0.3,0.9,-31,-0.7,19
COc1cccc(OCc2nc(-c3ccc(Br)o3)no2)c1,1.9,-4,0.9,0.9,-2,-1,-0.2,1,-9,-0.5,11
Cn1c(Cl)c(C(=O)Nc2ccccc2)c2ccccc21,0.9,-4,0.9,0.9,-1,4,-0.4,0.9,·,2.7,14
Cc1cc2ccccc2c(=O)n1CC(=O)Nc1ccc2c(c1)OCO2,1.5,10,0.9,1,-4,11,1.0,1,6,-0.5,5
CC(=Nc1ccccc1)Nc1ccccc1,-1.0,6,0.9,1,-2,-2,0.0,1,-21,0.6,5
c1ccc(-c2nnc(Cn3c4ccccc4c4nc5ccccc5nc43)o2)cc1,·,10,·,·,0,·,-0.3,·,-27,0.5,·
O=C(NC1=NCCS1)c1ccccc1OCc1ccc(F)cc1,-0.4,-8,1,1,37,-4,-0.1,1,-4,-0.8,3
O=C(NCCN1C(=O)CSC1=O)c1ccccc1,0.9,-3,0.9,0.9,3,8,-0.3,0.9,-16,2.1,8
Cc1cc(NC(=O)CSc2nc3sc4c(c3c(=O)n2C)CCCC4)no1,0.9,-1,0.8,0.9,-5,-4,-0.6,1,0,0.2,17
Cc1cc(N=Cc2c(O)n(-c3ccc(C)c(C)c3)c(=O)c3ccccc23)no1,2.1,-10,0.8,1,54*,4,0.2,0.8,8,-0.2,22
CC(C)(C)NC(=O)C(=O)NNC(=O)C12CC3CC(CC(C3)C1)C2,0.2,-7,0.8,0.9,-2,5,-0.2,0.9,·,-5.3,15
COc1cc(CNCCO)cc(Br)c1OCc1ccccc1,2.5,6,1,1,97*,16,-0.1,1.1,7,-0.4,0
